Compound activity deposited in PubChem by NCI.
NCI-60 one-dose screen, 48 h, at 10 µM unless noted. Numbers give growth in % (100 = growth as untreated, 0 = no growth, -100 = all killed).
HL-60(TB): HL-60(TB) leukemia cells; AID 1794776; 78,000 compounds, 9% hits; active = growth percent below 10
The depositor's hits bear a star; & = joins results of further samples. These rows are one share of the data. The share of hits here may be higher or lower than overall.

SMILES	HL-60(TB)
COc1ccc(-c2cc(C(=O)N3CCN(C(=O)c4ccccc4NCc4ccc5c(c4)OCO5)CC3)nc3cc(-c4ccccc4)nn23)cc1OC	94.2
C/C(=N\NC(N)=S)c1ccc(Nc2nc(SC(C)C)nc(-c3ccccc3)c2C#N)cc1	89.9
C/C(=N/O)c1ccc(NC(=O)CSc2nnc(-c3ccc(-c4nc5ccc(C)cc5[nH]4)cc3)o2)cc1	100.5
O=C(CCCN1C(=O)/C(=C/c2ccccc2F)SC1=S)N1CCOCC1	93.5
O=C(N/N=C\c1ccc(F)cc1)c1ccc2nc(-c3ccc([N+](=O)[O-])cc3)[nH]c2c1	100.7
COc1ccc(CNC2CCCCC2)cc1OC	103.1
O=C1C2=C(CCCC2)C(=O)c2ccccc21	68.3
Nc1ccc(N=Nc2ccc(S(=O)(=O)O)cc2)cc1S(=O)(=O)O	145.9&98.5
O=C(/C=C/c1ccccn1)c1ccc(OCc2nnc(-c3ccc(Cl)cc3)o2)cc1	43.0
CCCCCOCCCN1C(=O)C2C3C=CC(C3)C2C1=O (stereo unspecified)	91.3
Cc1ccc(CN(C)Cc2nc3c(Br)cc(Br)cc3c(=O)[nH]2)cc1	111.8
COc1ccc(-c2n[nH]nc2-c2cc3ccccc3s2)cc1O	2.5*
CCOC(=O)C/C(=N\Nc1cc(=O)[nH]c2ccc(C)cc12)C(=O)OCC	92.0
N=c1c2cc(-c3ccccc3)oc2ncn1/N=C/c1ccccc1	58.8
CC(=O)c1c(O)c(C)c(O)c2c1OC1=CC(=O)C(C(C)=O)C(=O)C12C (stereo unspecified)	45.4
COc1ccc(OC)c(C(=O)/C=C/c2cc3c(c(OC)c2OC)OCO3)c1	48.6
O=c1c2sc3ncccc3c2nc2ccccn12	101.4
COc1cc2oc(-c3cccc(NC(=O)c4ccc(F)cc4)c3)cc(=O)c2c(OC)c1OC	59.8
CC(=O)C1CCC2C3CCC4=CC(=O)CC4(C)C3CCC12C (stereo unspecified)	66.4
COc1ccc(-c2cc(-c3cn(-c4ccccc4)nc3-c3ccc(OCc4ccccc4)cc3)[nH]c(=O)n2)cc1	78.1
COc1ccc(NC(=S)Nc2ccc(NCc3nc4sc5c(c4c(=O)[nH]3)CCCC5)cc2)cc1	95.0
C[C@@H]1CC[C@@H]2[C@@H]1[C@H](OC(=O)/C=C/c1ccccc1)[C@]1(C3CCCCC3)C[C@@H](NC(=O)CO)[C@@]2(C)O1	104.1
O=C(N/N=C/c1occc1Br)c1[nH]c2ccc(Br)cc2c1-c1ccccc1	-34.2*
CCN1C(=O)/C(=N\N=C(/C)c2ccc3c(c2)Nc2ccccc2S3)c2cc(Br)ccc21	56.1
C=C(C)[C@@H]1CC[C@]2(C(=O)O)CC[C@]3(C)[C@H](CC[C@@H]4[C@@]5(C)C[C@@H](CC#Cc6ccc(Cl)cc6Br)[C@H](O)C(C)(C)[C@@H]5CC[C@]43C)[C@@H]12	46.9
O=C(C[n+]1cccc(Br)c1)c1ccc2ccccc2c1	92.0
COc1ccc(C(=O)C(c2c[nH]c3ccccc23)c2c[nH]c3ccccc23)cc1	88.4
CSc1nc(N)cc(C(N)=O)n1	109.1
O=C1c2ccccc2C(=O)N1CCC[P+](c1ccccc1)(c1ccccc1)c1ccccc1	82.8
O=C(O)CC1CCCCC1O (stereo unspecified)	134.4
CC1CCC2(O)C3(C)CC4(O)OC2(C1O)C1(O)C3(O)C(OC(=O)c2ccc[nH]2)C(O)(C(C)C)C41C (stereo unspecified)	51.8
CC(c1ccccc1)c1ccc(O)cc1 (stereo unspecified)	65.3
Cc1cc(C)n(-c2nc(-c3ccc(Cl)cc3)c(C#N)c(N3CCOCC3)n2)n1	97.5
CCOC(=O)C(C(=O)OCC)C1CCCCC1	105.2
COc1ccc2c(c1)C(c1cc(OC)c3c(c1)OCO3)C1=C(COC1=O)N2 (stereo unspecified)	4.0*
COc1cccc(NC(=O)c2ccc(C(=O)Nc3cccc(OC)c3)cc2)c1	119.4
CCOC(=O)c1cnn2c(-c3ccc(Cl)cc3)nc(NCc3ccccc3)nc12	82.7
CCOc1ccc(C2=CC(=O)C=CC2=O)cc1	14.7
COc1cccc(/C=C2\SC(=Nc3ccc(O)c(C(=O)O)c3)NC2=O)c1	99.9
COc1cc(/C=N/NC(=O)CSc2nc3ccccc3c(=O)n2CCc2ccc(S(N)(=O)=O)cc2)cc(OC)c1OC	28.4
N#CCCN(CCO)c1ccccc1	89.9
C=CCn1c2c(c3ccccc31)CC1CN(Cc3ccco3)C(=O)C1C2C(=O)O (stereo unspecified)	107.9
COCc1cc2c(cc1Br)OCO2	104.9
O=[N+]([O-])c1ccc(-c2nnc(Cn3c(COc4cccc5ccccc45)nc4ccccc43)o2)cc1	104.1
COc1ccc(-c2csc(NC(=O)CN3CCN(c4cc(=O)n(-c5ccccc5)c5ccccc45)CC3)n2)cc1	69.8
Cc1ccc(C(=O)C[n+]2ccccc2)c(O)c1	100.7
O=C(O)c1cccc2c1C(=O)c1cccc3snc-2c13	94.9
CCCC(NC(=O)CN1C(=O)/C(=C/C(C)=C/c2ccccc2)SC1=S)C(=O)O (stereo unspecified)	104.6
O=c1[nH]nnc2c1cnn2-c1ccccc1	98.6
Nc1ccc(CSc2ccc(Cl)cc2)cc1	14.8
Nc1c(Cl)cccc1[N+](=O)[O-]	111.8
COc1ccc(C(=O)CSc2nc3c([nH]2)c(=O)n(C)c(=O)n3C)c(F)c1	95.1
COC(=O)N[C@H]1CCc2c(Cl)c(OC)c(OC)c(OC)c2-c2ccc(SC)c(=O)cc21	-42.4*
COc1ccc(NS(=O)(=O)c2ccc(-c3cnc(C4CC4)o3)cc2)cc1	76.3
O=C1CC(=O)N(Cc2ccccc2)C(=O)N1	93.7
CSc1nc(SCc2ccccc2)[nH]c(=O)n1	86.0
CCCCCCCCn1ccc2cc(NC(=O)CN3CCN(c4cc(C)nc(Cl)n4)CC3)ccc21	83.3
O=C(O)/C=C\C(=O)Nc1ccc(O)cc1	109.1
O=S(=O)(O)c1ccc(N=Nc2ccc(N=Nc3ccc(O)cc3)cc2)cc1	99.1
NC(N)=NCC1COC2(CCCCC2)O1 (stereo unspecified)	102.7
More entries follow.
SMILES	HL-60(TB)
NCCCc1ccc2c(c1)oc1ccccc12	113.5
NC1=C(C/C(N)=N\O)C(c2ccccc2Cl)c2c(ccc3ccccc23)O1 (stereo unspecified)	84.9
Cn1ncc2c(=O)[nH]c(=S)[nH]c21	125.6
Cc1ccc(S(=O)(=O)N/N=C2\COC(C)C2)cc1 (stereo unspecified)	91.7
CSC(=O)NNC(=O)c1ccncc1	107.7
CCCCOC(=O)C1OC(Oc2ccc3c(C)cc(=O)oc3c2)[C@@H](O)C(O)C1O (stereo partly specified)	103.6
CC(c1ccc2ccccc2c1)c1ccccc1C(=O)O (stereo unspecified)	87.6
COc1c2occc2c(OC)c2c(=O)c(-c3cc(-c4ccc(F)cc4)c(C#N)c(=O)[nH]3)c(C)oc12	103.2
CCN(CC)CCCC(C)Nc1ccnc2cc(Br)ccc12 (stereo unspecified)	102.7
CCCC(C)(C)c1cc(C(C)C)cc(C(C)(C)CCC)c1O	102.5
CCN(CC)C1CCC(N)CC1 (stereo unspecified)	97.6&108.8
c1ccc(-c2c[nH]c(-c3ccccc3)c2)cc1	99.9&111.3
NC(=O)CSc1ccc(Cl)cc1	104.2
CC[C@H]1OC(=O)[C@H](C)[C@@H](O[C@H]2C[C@@](C)(OC)[C@@H](O)[C@H](C)O2)[C@H](C)[C@@H](O[C@@H]2O[C@H](C)C[C@H](N(C)C)[C@H]2O)[C@](C)(OC)C[C@@H](C)C(=O)[C@H](C)[C@@H](O)[C@]1(C)O	112.9
COc1cccc2c1CCCC2	93.4
O=S(=O)(c1ccccc1)n1cc2c(c1)-c1nc(Nc3ncccn3)sc1CC2	66.2
O=C1N=c2ccccc2=C/C1=C\N(O)c1ccccc1	93.9
COC(=O)/C(CCC=C(C)C)=C1\[C@@H](OC(C)=O)C[C@@]2(C)[C@H]1C[C@@H](O)[C@H]1[C@@]3(C)CC[C@H](NCCO)[C@@H](C)[C@@H]3CC[C@@]12C	96.4
CCCCCN1C(=O)/C(=c2\sc3n(c2=O)C2C(NN=3)N(CC)C(=O)N2CC)c2cc(C)ccc21 (stereo unspecified)	87.0
O=C(O)C(O)C(O)C(=O)O.[NH-]C1CCCCC1[NH-].[Pt+2] (stereo unspecified)	103.7
COc1cc(/C=C\c2cc(/C=C\c3ccc(O)c(OC)c3)n(C(=O)Nc3ccccc3OC)n2)ccc1O	85.4
CCCOC(=O)CC(CC(=O)OCCC)C(=O)OCCC	97.8
CC1=NN(c2cc(S(=O)(=O)O)ccc2Cl)C(=O)C1	76.5
CC[N+](CCCCCCCCCC[N+](CC)(c1ccccn1)c1ccccn1)(c1ccccn1)c1ccccn1	-50.7*
C=CCc1cc(C(CC)C(CC)c2ccc(O)c(CC=C)c2)ccc1O (stereo unspecified)	96.1
Nc1ccc(N=Nc2ccc(O)c(C(=O)O)c2)cc1	107.5
Cc1cccc(NCC(=O)Cn2cc(COc3ccc(C=Nc4cnc5ccccc5c4)cc3)nn2)c1	102.2
CCOC(=O)c1cc(-c2ccc(Cl)cc2)n(-c2cccc(CO)c2)c1C	91.6
COc1ccc(/C=C/c2nc(-c3n[nH]c(=O)n3-c3ccccc3)c3ccccc3n2)cc1	97.1
NC(c1ccccc1)c1ccc(Cl)cc1 (stereo unspecified)	39.3
C/C(=C\c1ccccc1)c1ccncc1	78.1
COc1cc(OC)c(/C=C/C(=O)c2c(N)cc(OC)cc2OC)c(OC)c1	12.7
O=[N+]([O-])c1cc2c(cc1Br)-c1ccccc1C2	104.1
Cc1ccc(-c2ccc(C)cc2)cc1	106.2
COc1ccc(C2C3=C(COC3=O)N(CCO)c3cc(OC)ccc32)cc1 (stereo unspecified)	94.0
Cc1ccc(NC(=O)N(CCO)N=O)cc1	99.3
Cc1cccc(C(=O)N(C(C)C)C(C)C)c1	99.1
CCC(=O)O/N=C(\Cn1ccnc1)c1ccc(Cl)cc1	93.6
Cc1cccc2cc3cccc(C)c3nc12	99.7
CCCCC(CCCC)NC(C)CO (stereo unspecified)	96.8
O=C(N=Nc1c(O)[nH]c2ccc(Br)cc12)c1cc(-c2ccccc2)on1	84.9
COc1cc(C2c3cc4c(cc3CCN2C)OCO4)cc(OC)c1OC (stereo unspecified)	102.7
Nn1cnn2c(=O)c3cnn(-c4ccccc4)c3nc12	100.7
CCn1cc(-c2ccnc(NCCNS(=O)(=O)c3cccc4ccccc34)c2)c(-c2cccc(OC)c2)n1	100.0
COc1ccccc1CN(C)c1ccccc1	101.0
CCOC(=O)c1csc(NC(=O)CSc2nc(C)c(C)n2Nc2ccc(C)cc2)n1	77.2
COc1ccc(-c2nc(-c3cccs3)cn3cncc23)cc1	108.5
COc1ccc([C@H]2C(C(=O)c3ccc(Cl)cc3)C3(N[C@@H]2c2ccccc2)C(=O)Nc2ccccc23)cc1 (stereo partly specified)	29.2
COC(=O)C(Cc1ccc(O)cc1)NC(=O)C(COCc1ccccc1)NC(=O)OCc1ccccc1 (stereo unspecified)	99.0
Nc1ncc(C#Cc2cncc(NC(=O)c3cccc(OC(F)(F)F)c3)c2)c2cccnc12	61.1
NC1=NC(=O)NCC1	83.3
CC1CNCCN1 (stereo unspecified)	90.7
CC(C)c1cccc(C(C)C)c1OCC[N+](C)(C)C	96.9
CC(C)c1nc(SCC(=O)c2ccc(Br)cc2)nc(Nc2ccc(S(N)(=O)=O)cc2)c1C#N	75.9
CCCCOc1nc2ccc(C)cc2cc1/C=C/C(=O)/C=C(/C=C/c1cc2cc(C)ccc2nc1OCCCC)OB(F)F	97.9
CCC(c1ccc(OC)cc1)C(CC)c1ccc(O)c(CN2CCOCC2)c1 (stereo unspecified)	87.5
CC(=O)/C=C(\CC(C)C)OC(=O)c1ccccc1	102.4
CCOC(=O)c1ccc(NC(=O)CSC(CC(=O)c2sc(Nc3ccccn3)nc2C)c2ccccc2F)cc1 (stereo unspecified)	2.8*
N#Cc1c(-c2ccccc2)nc(SC(=O)CCNc2ccccc2)[nH]c1=O	89.3
CC(C)=Cc1cc(-c2cc(C=C(C)C)on2)no1	101.8
CC[C@H](C)[C@H](NC(=O)c1ncccn1)C(=O)N(C)[C@H](C[C@@H](OC(C)=O)c1nc(C(=O)N[C@@H](Cc2ccccc2)C[C@H](C)C(=O)OC)cs1)C(C)C	-42.8*
CCOC(=S)SCCc1ccccc1	110.8
NCc1cc(Br)cc(Br)c1O	94.4
